PKA-R1A activ = activates the PKA-R1A holoenzyme complex | activation, % at 11.4 µM | AID 504707 | P00514+P68181 | PKA-R1A dissociation, Cy5-IP20 fluorescence polarization; scaled: DMSO 0%, 113 µM cGMP 100% | actives 0.083% (n = 340,000);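 active = percent activation above the mean of all tested compounds plus 3 SD, cut at about 19% in these data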;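 also: higher means more PKAc released from R1A so a rise in polarization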
OPRM1-OPRD1 inv = mu-delta opioid heterodimer inverse agonism. P35372+P41143. cell-based MOR-DOR heterodimer luminescence. inhibition, % at 9.3 µM. actives 0.21% (n = 340,000). AID 504357; in the data active = inhibition above about 22%, passing the limit was not always enough;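 also: 0% = cells with DMSO and 100% = wells without cells with DMSO; values of inactives mirror those of a sister screen read the other way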
HTR5A ag ctr = counter-screen for OPRM1-OPRD1 agonists: human HTR5A agonism; HTR5A agonist assay, luminescence, cell-based; P47898; activation, % at 9.3 µM; actives 0.61% (n = 340,000); in the data active = activation mostly above about 9.5%, no sharp cut-off; inactive = mostly below about 7.6%;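 also: 0% = cells with vehicle only and 100% = reference agonist; strong numbers were not always called active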
Ecoli viability = reduces bacterial viability in AddAB counter-screen | E. coli V3065 growth, OD600 absorbance, 18 h | inhibition, % at 11.9 µM | actives 0.27% (n = 330,000) | AID 449728;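 active = inhibition above the campaign's mean inhibition across all tested compounds plus 3 SD, cut at about 9.9% in these data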;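 also: uninfected addAB+ strain grown without phage in ampicillin broth; 0% = DMSO wells and 100% = ciprofloxacin 0.95 µg/ml wells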
MOR-DOR ag = OPRM1-OPRD1 heterodimerization agonism; AID 504326; actives 0.3% (n = 340,000); cells, luminescence; activation, % at 9.3 µM; in the data active = activation above about 18%;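 also: 0% = vehicle-treated cells and 100% = reference agonist; values of inactives mirror those of a sister screen read the other way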
DSG3 Ab inh = human desmoglein-3 autoantibody binding inhibition; AID 588358; P32926; binding (percent of control), % at 10 µM; DSG3-coupled beads, scFv-anti-DSG3-GFP binding, flow cytometry; stronger effect = lower value; actives 0.48% (n = 310,000);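 active = binding more than 3 SD below its plate's average and above zero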;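 also: hits lower antibody fragment binding to DSG3; some compounds called inactive have numbers as strong as hits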
Target sequence (P32926 whole entry, looked up, the tested form may be a part): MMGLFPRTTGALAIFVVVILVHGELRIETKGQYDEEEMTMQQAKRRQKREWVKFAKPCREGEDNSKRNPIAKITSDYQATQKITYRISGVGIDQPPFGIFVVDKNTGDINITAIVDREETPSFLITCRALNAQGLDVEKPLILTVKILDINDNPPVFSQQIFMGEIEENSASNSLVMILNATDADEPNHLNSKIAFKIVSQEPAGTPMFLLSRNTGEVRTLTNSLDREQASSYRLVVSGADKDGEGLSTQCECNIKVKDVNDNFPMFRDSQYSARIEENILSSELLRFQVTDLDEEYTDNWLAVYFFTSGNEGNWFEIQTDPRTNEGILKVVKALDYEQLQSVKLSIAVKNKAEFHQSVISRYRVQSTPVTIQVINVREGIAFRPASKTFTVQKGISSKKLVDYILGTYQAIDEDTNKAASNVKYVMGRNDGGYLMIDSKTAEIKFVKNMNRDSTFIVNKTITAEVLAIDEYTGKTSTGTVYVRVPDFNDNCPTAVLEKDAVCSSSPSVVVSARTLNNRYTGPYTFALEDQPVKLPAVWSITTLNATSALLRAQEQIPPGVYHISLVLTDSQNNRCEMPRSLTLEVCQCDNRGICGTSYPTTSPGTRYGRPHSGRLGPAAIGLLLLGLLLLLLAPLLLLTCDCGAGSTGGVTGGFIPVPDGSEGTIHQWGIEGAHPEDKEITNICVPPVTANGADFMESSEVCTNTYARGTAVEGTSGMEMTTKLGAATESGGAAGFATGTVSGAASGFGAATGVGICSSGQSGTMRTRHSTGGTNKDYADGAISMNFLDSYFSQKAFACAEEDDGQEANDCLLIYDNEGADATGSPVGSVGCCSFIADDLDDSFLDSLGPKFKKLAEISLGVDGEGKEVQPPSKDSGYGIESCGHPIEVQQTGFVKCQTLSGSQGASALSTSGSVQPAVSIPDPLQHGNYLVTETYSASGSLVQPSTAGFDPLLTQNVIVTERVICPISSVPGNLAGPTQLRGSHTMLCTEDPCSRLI
AddAB inh = less growth of phage-infected E. coli with AddAB. E. coli expressing H. pylori AddAB, absorbance growth. inhibition, % at 11.9 µM. actives 0.29% (n = 330,000); in the data active = inhibition above about 12%;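 also: 0% = vehicle wells of infected cells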
PfHsp90 yeast 2 = growth inhibition of yeast expressing Plasmodium Hsp90 | S. cerevisiae expressing PfHsp90, BacTiter-Glo ATP, 48 h; yeast lacking PDR1 and PDR3 efflux regulators | AID 504621 | actives 0.32% (n = 310,000) | inhibition, % at 9.4 µM;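 active = every replicate shows inhibition above about 80%, whatever the replicate mean, limit read from the data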;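 also: 0% = DMSO neutral controls and 100% = 20 µM radicicol positive controls; yeast relying on Plasmodium falciparum Hsp90 in place of its own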
phage Ecoli inh = E. coli growth loss with phage present. inhibition, % at 11.9 µM. growth absorbance. actives 0.26% (n = 360,000); in the data active = inhibition above about 11%
HTR5A inv ctr = HTR5A inverse agonism, opioid heterodimer counter-screen; actives 0.083% (n = 340,000); inhibition, % at 9.3 µM; HTR5A cell line, luminescence; in the data active = inhibition mostly above about 23%, no sharp cut-off; inactive = mostly below about 18%;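 also: 0% = cells with DMSO and 100% = no-cell wells with DMSO; some compounds called inactive have numbers as strong as hits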
SUMO Mot1 rescue = blocks SUMOylation pathway, rescuing yeast Mot1-301 growth; actives 1% (n = 320,000); S. cerevisiae Mot1-301 growth rescue, ATP luminescence, 38.5C; percent above DMSO median, 100 means doubled; growth rescue, % at 18.8 µM;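 active = every valid replicate shows activation above 250% relative to neutral control wells; inactive = the rest, any valid replicate at or below 250%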;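 also: OY570 slx delta 5 strain wells were the positive control but not used for scaling; some compounds called inactive have numbers as strong as hits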
* hit, by the source's call; / = not tested or not shown. Rows were taken by chance, and some 3.2% of all compounds hit somewhere here.

Results follow in this order: HTR5A ag ctr, OPRM1-OPRD1 inv, PKA-R1A activ, SUMO Mot1 rescue, phage Ecoli inh, HTR5A inv ctr, DSG3 Ab inh, MOR-DOR ag, PfHsp90 yeast 2, Ecoli viability, AddAB inh
1	C/C(=N\NC(=O)c1cc(Cl)ccc1O)c1ccc(Br)s1
→ 6, 7, -6, 7, 2.8, -19, 102, -1.3, -29, -3.4, 2.9
2	Cc1cc(=O)nc2c3ccccc3n(C(C)C(=O)Nc3c(F)c(F)c(F)c(F)c3F)n12 (configuration not stated)
→ 0, -4, 10, 163, -0.8, 0, 101, 0.8, 12, 0.2, 1.4
3	CC(=O)Nc1ccc(C(=O)Nc2cccc(S(=O)(=O)N(C)c3ccccc3)c2)cc1
→ -3, 14, -7, -9, 0.4, 10, 101, -2.6, 12, -3.2, 1.8
4	O=C(C[C@@H]1C/C=C\C[C@@H](Cc2ccc(F)cc2)C(=O)OC[C@H]2CCCN2C1=O)N[C@H](CO)Cc1ccccc1
→ 2, 9, 11, /, 2.5, -8, 99, -1.9, -2, -2.1, 3.4
5	CC1CCCN(C(=O)C2CCC(CNc3c(N4CCCCC4)c(=O)c3=O)CC2)C1 (configuration not stated)
→ 2, 20, 0, -8, 0.1, -5, 88, -4.0, -2, -0.7, 1.4
6	Nc1nc(CSc2nnnn2-c2ccc(F)c(Cl)c2)nc(N2CCOCC2)n1
→ 4, -10, 4, 0, 1.1, -7, 106, 1.7, 19, 0.4, -0.3
7	COc1cc(C(C)=O)ccc1OCC(=O)NCC1(N2CCCCC2)CCCCC1
→ 1, 14, -3, 0, 2.0, 6, 100, -2.6, -10, 3.1, 3.8
8	CCOC(=O)Cc1c(C)nc2c(-c3ccccc3)c[nH]n2c1=O
→ -1, 16, -2, 2, -0.9, 9, 109, -3.4, 26, -6.2, -2.2
9	COC(=O)C(COC(=O)c1c(F)cccc1F)NC(=O)c1c(F)cccc1F (configuration not stated)
→ 2, 3, -6, 285, 0.8, -7, 100, -0.7, 10, -3.6, -4.2
10	COc1ccc(CNC(=O)Cn2ccc(NC(=O)OCc3ccccc3)nc2=O)cc1
→ 3, 17, -2, -10, 3.9, -10, 106, -3.1, /, 0.1, 5.7

A section from the list above:
Results follow in this order: HTR5A ag ctr, OPRM1-OPRD1 inv, PKA-R1A activ, SUMO Mot1 rescue, phage Ecoli inh, HTR5A inv ctr, DSG3 Ab inh, MOR-DOR ag, PfHsp90 yeast 2, Ecoli viability, AddAB inh
9	COC(=O)C(COC(=O)c1c(F)cccc1F)NC(=O)c1c(F)cccc1F (configuration not stated)
→ 2, 3, -6, 285, 0.8, -7, 100, -0.7, 10, -3.6, -4.2
10	COc1ccc(CNC(=O)Cn2ccc(NC(=O)OCc3ccccc3)nc2=O)cc1
→ 3, 17, -2, -10, 3.9, -10, 106, -3.1, /, 0.1, 5.7

Following part.
Results follow in this order: HTR5A ag ctr, OPRM1-OPRD1 inv, PKA-R1A activ, SUMO Mot1 rescue, phage Ecoli inh, HTR5A inv ctr, DSG3 Ab inh, MOR-DOR ag, PfHsp90 yeast 2, Ecoli viability, AddAB inh
11	COc1ccc(-c2cc(C(F)(F)F)nc(N)n2)cc1
→ 4, -1, -11, -14, 2.5, -11, 85, 0.1, -8, -0.1, -0.9
12	CCn1c(C(=O)NCCCc2ccccc2)cc2sccc21
→ -1, -21, -4, 60, 1.2, 4, 99, 3.6, -9, 1.3, 4.0
13	CCOC(=O)c1nn(-c2ccc(C)c(C)c2)c(=O)c(C#N)c1C
→ -2, 2, 2, -13, -1.1, 19, 96, -0.3, 29, -0.1, 1.5
14	C#CCOCCOCCOCCNc1nc(N2CCN(C(=O)CCCCCCCCCCNC(=O)Cn3cc(CCCCCN)nn3)CC2)nc(N2CCN(C(=O)CCCCCCCCCCNC(=O)Cn3cc(C[C@@H](C)O)nn3)CC2)n1
→ 0, 15, 5, -12, /, -3, /, -2.7, -13, -0.1, 2.2
15	Cc1nnc(NC(=O)C(c2ccccc2)c2ccccc2)s1
→ -1, 15, -8, 3, -1.7, -10, 107, -2.1, -23, 2.4, 2.7
16	COc1ccc(/C=C2\Oc3cc(OCC(=O)N4CCC(C(=O)O)CC4)ccc3C2=O)c(OC)c1OC
→ 0, -1, 10, -9, 1.0, 12, 98, 0.1, -40, 2.7, 1.9
17	COc1ccc(C2C(C#N)=C(N)Oc3n[nH]c(C)c32)cc1Cn1nnc2ccccc21 (configuration not stated)
→ 1, 14, 4, 0, 4.0, -1, 97, -3.2, 2, 0.3, 1.2
18	N/C(=N\OC(=O)c1cccc(Cn2cc(C(F)(F)F)ccc2=O)c1)c1ccccc1
→ 5, -10, -8, 15, 1.8, -13, /, 2.0, 27, -0.7, 1.8
19	O=C(Nc1cccc(S(=O)(=O)N2CCCCCC2)c1)C1=COCCO1
→ 1, 18, 2, -17, 1.4, -7, 94, -3.4, -19, 0.6, 1.2
20	Cn1c(C2=C(O)CN(Cc3ccccc3)C2=N)[n+](C)c2ccccc21
→ -6, -5, -8, 5, 5.2, 14, 103, 1.0, 25, -0.3, -2.0
21	COc1cc(F)c(C2=CC(=O)CC(C)(C)C2)cc1F
→ 10, 11, -14, -7, 0.6, -30, 102, -1.9, -12, -0.4, 1.8
22	CCC(=NCc1ccccc1)C1=C(O)C(C(=O)OC)C(C)(C)CC1=O (configuration not stated)
→ -1, -2, -3, -13, 0.2, 3, 114, 0.5, -40, -0.5, 1.9
23	COc1ccc(NC(=O)CSc2nccn2C)cc1S(N)(=O)=O
→ 0, 4, -1, -5, 1.2, 10, 116, -0.8, /, -0.8, 1.0
24	O=C(NC12CC3CC(CC(C3)C1)C2)c1cc(F)c(F)c(F)c1F
→ -2, -17, -1, 8, 1.1, 9, 117, 3.6, 16, -0.9, 1.2
25	Cc1cccc(NC(=S)NC(=O)c2ccc(-c3ccccc3)cc2)n1
→ 4, -11, 0, 8, -0.1, -12, 116, 2.0, -15, -3.5, 2.9
26	Cc1c(Cl)cccc1NC(=O)CNC(=O)c1ccccc1F
→ 0, 1, -3, -4, 3.2, 1, 106, -0.2, 25, -1.9, 0.5
27	CC(=O)c1cc2c(cc1N/C(=N/S(=O)(=O)c1ccc(C)cc1)c1ccc(Cl)cc1)OCO2
→ 2, 5, -3, 12, 4.8, 3, /, -1.1, 17, -1.7, -0.3
28	O=C(CSc1nc2c(sc3ccccc32)c(=O)n1CCc1ccccc1)NCc1ccco1
→ 5, 17, -12, 47, 4.1, -22, 99, -3.5, 9, -0.5, 4.8
29	CCCCNC(=O)C(C)N(CCN(C)C)C(=O)CCCN1C(=O)NC(c2ccc([N+](=O)[O-])cc2)C(C(=O)OCc2ccccc2)=C1C (configuration not stated)
→ 1, 9, -1, /, /, -2, 125, -1.8, -9, -1.8, -1.7
30	COc1ccc(CCNC(=O)C(=O)NCC2OCCN2C(=O)c2ccc(Cl)cc2)cc1 (configuration not stated)
→ 3, 11, -6, 1, 1.9, -8, 105, -2.8, -1, -0.7, 1.3
31	Cc1c(Cl)cccc1NC(=O)[C@@]1(CC(=O)O)CC(/C=C/c2ccccc2)=NO1
→ -4, 0, -3, -2, 0.7, 13, 94, 0.0, -3, -1.8, -4.7
32	Cc1ccc2nc(NC(=O)C3CCN(C(=O)c4ccc(F)cc4)CC3)sc2c1
→ 0, -8, -1, 12, 1.1, 0, /, 1.4, -1, -0.3, 4.6
33	Cc1cccc(C(=O)CC(=O)c2cc(Cl)ccc2O)c1
→ -3, -23, -1, 213, /, -18, /, 4.4, 19, -3.5, -4.7
34	CN(C)S(=O)(=O)c1cccc(NC(=O)COC(=O)[C@H](Cc2ccccc2)NC(=O)c2ccco2)c1
→ -2, 14, 6, -2, 0.8, 8, 94, -2.7, 9, -0.3, -0.6
35	CSc1ccc(CNc2ccccn2)cc1
→ -3, 4, -9, -9, 4.2, 7, 104, -1.0, 22, 0.6, 3.0
36	COc1ccc(C(=O)N2CCCC(c3ccccc3)C2)cc1 (configuration not stated)
→ 4, 14, -6, 371, 0.2, -2, 98, -2.6, -10, -3.8, 0.2
37	O=C(COC(=O)Cc1n[nH]c(=O)c2ccccc12)Nc1c(Cl)cccc1C(F)(F)F
→ 1, -3, 1, -16, 7.0, -1, 105, 0.5, -5, 27*, 56*
38	COC(=O)c1sccc1NC(=O)CSc1ccccc1NS(=O)(=O)c1ccc(F)cc1
→ 3, 10, -9, 3, 4.3, 10, 105, -1.7, -8, -1.5, -0.1
39	CSc1nnc(C)c(=O)n1COC(=O)/C=C/c1ccc2c(c1)OCO2
→ 3, 5, -9, 3, 2.4, 17, 87, -1.0, 4, -0.1, 0.8
40	CCc1ccc(NC(=O)C2CC=CCC2C(=O)O)cc1 (configuration not stated)
→ 4, -4, 0, -9, 3.2, -21, 101, 0.7, -20, 0.4, 4.4
41	COc1ccc(C(=O)CCc2ccc(OC)c(OC)c2)cc1
→ 3, 4, 1, 250, 1.2, -28, 105, -0.7, -16, -1.0, -0.1
42	CC1(C)CC(=O)N(c2ccc(C#N)cc2)C(=O)C1
→ -3, 17, 1, -8, 0.6, 9, 93, -3.6, -12, -0.1, -0.3
43	Cc1cccc(CN(CC(=O)N/N=C/c2ccco2)S(=O)(=O)c2ccc(Cl)cc2)c1
→ 8, -43, 3, -26, 3.0, -25, 108, 7.3, -16, -1.7, 1.4
44	O=C(CSCc1ccc(Cl)cc1Cl)Nc1ccc(O)cc1C(=O)O
→ 5, 7, 3, 2, -0.8, -19, 101, -1.5, -8, -0.1, -0.2
45	Cc1cccc(Nc2ncnc3ccc(Br)cc23)c1
→ -3, -22, -10, 11, 1.6, 8, 94, 3.1, -11, 0.5, 5.5
46	CCOC(=O)C1=C(C)Nc2ncnn2C1c1cccnc1 (configuration not stated)
→ 2, 5, -2, 5, -1.4, 17, 100, -0.9, 2, -2.0, 2.9
47	O=C(O)CN1C(=O)C(=O)N(Cc2ccc(Cl)c(Cl)c2)C1=O
→ 4, 16, 4, -20, 1.4, -15, 100, -3.5, 1, -1.6, -0.9
48	COCC(=O)Nc1ccc2c(c1)OCC(=O)N2Cc1ccccc1F
→ 0, 6, -4, 6, 0.8, 12, 95, -1.2, -2, -3.6, 0.2
49	C=CCn1c(SCC(=O)N2CC(=O)Nc3ccccc32)nc2scc(-c3cccs3)c2c1=O
→ 5, -6, -9, 0, 1.1, 13, /, 1.0, -6, 0.7, 1.2
50	CC1(C)C=C(c2ccc(C(=O)O)s2)CC(C)(C)N1
→ 2, 10, -1, 4, 2.9, -35, 124, -1.8, 11, -0.4, -0.7
51	COc1ccc2cc(CN(CC3CCCO3)C(=O)Nc3ccccc3)c(=O)[nH]c2c1 (configuration not stated)
→ 0, 7, 5, 5, 4.1, -1, 102, -1.5, -5, -0.4, 2.2
